Screening data: PubChem, The Scripps Research Institute Molecular Screening Center
MBD2 DNA inh: MBD2-methylated oligo binding inhibition. inhibition, % at 4.4 µM. TR-FRET, MBD2 binding to methylated oligonucleotide. AID 686964. Q9UBB5. actives 0.31% (n = 370,000); in the data active = inhibition above about 13%
DDE Tn6 FP inh: DD(E)-Tn6 binding inhibition, primary FP screen; Fibrin DD(E) TRITC-Tn6 fluorescence polarization displacement; inhibition, % at 8.3 µM; actives 0.21% (n = 370,000);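 active = inhibition above a per-campaign cutoff: mean of compounds within control limits plus 3 SD, cut at about 15% in these data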;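 also: 0% = median of all compound wells on the plate and 100% = blocking peptide control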
ARFGAP1 inhibitor: rat ARFGAP1 inhibition; AID 651572; actives 0.26% (n = 360,000); Q62848; inhibition, % at 16.5 µM; Arfgap1-stimulated ARF1 GTP hydrolysis, GDP FP detection;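 active = inhibition above a per-plate limit, mean inhibition of low control wells plus 3 SD, cut at about 25% in these data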;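 also: 0% = DMSO wells with enzyme and 100% = wells lacking Arfgap1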
Target sequence (Q62848 1-136 limits assumed): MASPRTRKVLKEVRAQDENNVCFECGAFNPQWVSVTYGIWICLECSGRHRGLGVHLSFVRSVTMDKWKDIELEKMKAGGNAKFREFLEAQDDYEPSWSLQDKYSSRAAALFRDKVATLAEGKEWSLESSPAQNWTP
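Material: rat Arfgap1 GAP domain (His6, aa 1-136), purified enzyme. Also added: human ARF1(Δ1-17)-GTP substrate. Compound dosing: 16.5 µM single point, 1.26% DMSO. Timing: enzyme reaction 120 min at 25 °C after 20 min preincubation. Signal: GDP detection by fluorescence polarization. Read-out basis: percent inhibition of GAP-stimulated GDP formation, scaled between DMSO and no-Arfgap1 medians.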
ASAP1 GAP inh: ASAP1 ArfGAP inhibition; ASAP1-stimulated ARF1 GTP hydrolysis, GDP FP detection; actives 0.19% (n = 360,000); inhibition, % at 16.5 µM; Q9ULH1; in the data active = inhibition above about 25%;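 also: 0% = vehicle with enzyme and substrate and 100% = no enzyme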
KLK7 zymogen act: proKLK7 (human) activation, primary screen. P49862. purified proKLK7, EDANS-DABCYL substrate fluorescence; 100% is mature enzyme control, 0% vehicle. activation, % at 7 µM. actives 0.9% (n = 370,000). AID 652039;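 active = activation above the mean of all tested compounds plus 3 SD, computed per campaign excluding outliers beyond control limits, cut at about 13% in these data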
ADAM17 inh: inhibitors of human ADAM17. P78536. recombinant ADAM17, EDANS/DABCYL FRET peptide cleavage. inhibition, % at 6.95 µM. actives 0.83% (n = 370,000);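 active = inhibition above the mean of compounds lying between control limits plus 3 SD, set per campaign, cut at about 8.5% in these data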;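 also: 0% = DMSO-only wells as the low control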
PLC-beta3 inh: PLC-beta3 (human) inhibition, primary screen; AID 720704; actives 0.18% (n = 370,000); Purified PLC-beta3, fluorogenic substrate, fluorescence; inhibition, % at 12.2 µM; Q01970; in the data active = inhibition above about 11%;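 also: 0% = median of compound wells on plate and 100% = full blocker control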
DDE Tn7 FP inh: inhibitors of Tn7 peptide binding to human fibrin DD(E) | P02675 | FP displacement of FITC-Tn7 peptide from fibrin DD(E); 0% = median of compound wells per plate | inhibition, % at 8.3 µM | actives 0.13% (n = 370,000) | AID 720508;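 active = inhibition above the mean of compounds falling within the control limits plus 3 SD of them, cut at about 14% in these data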;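 also: 0% = plate median of compound wells and 100% = 10 µM Aha-Tn7 peptide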
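Assay system: Human clot-derived fibrin DD(E) complex | Buffer or medium: Tris/NaCl/CaCl2 buffer, pH 7.8 | Repeats: One replicate per compound | Benchmarks: Aha-Tn7 high control | Measure: % inhibition scaled between sample-field median and high-control FP | Schedule: 10 min plus 3 h, room temperature | Signal: Fluorescence polarization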
PLC-gamma1 inh: inhibitors of human phospholipase C gamma1. inhibition, % at 12.2 µM. actives 0.84% (n = 370,000). AID 720700. P19174. purified PLC-gamma1, fluorogenic substrate, fluorescence; in the data active = inhibition above about 9.5%
UHRF1 MBD2 ctr: UHRF1 methyl-DNA binding inhibition; Q96T88; UHRF1 binding to methylated oligo, TR-FRET; inhibition, % at 4.4 µM; actives 0.75% (n = 370,000); AID 687016; in the data active = inhibition above about 21%;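 also: UHRF1 SRA domain binding a hemimethylated CpG hairpin DNA probe; 0% = median of test compound wells and 100% = reference inhibitor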
Target sequence (Q96T88 whole entry, looked up, the tested form may be a part): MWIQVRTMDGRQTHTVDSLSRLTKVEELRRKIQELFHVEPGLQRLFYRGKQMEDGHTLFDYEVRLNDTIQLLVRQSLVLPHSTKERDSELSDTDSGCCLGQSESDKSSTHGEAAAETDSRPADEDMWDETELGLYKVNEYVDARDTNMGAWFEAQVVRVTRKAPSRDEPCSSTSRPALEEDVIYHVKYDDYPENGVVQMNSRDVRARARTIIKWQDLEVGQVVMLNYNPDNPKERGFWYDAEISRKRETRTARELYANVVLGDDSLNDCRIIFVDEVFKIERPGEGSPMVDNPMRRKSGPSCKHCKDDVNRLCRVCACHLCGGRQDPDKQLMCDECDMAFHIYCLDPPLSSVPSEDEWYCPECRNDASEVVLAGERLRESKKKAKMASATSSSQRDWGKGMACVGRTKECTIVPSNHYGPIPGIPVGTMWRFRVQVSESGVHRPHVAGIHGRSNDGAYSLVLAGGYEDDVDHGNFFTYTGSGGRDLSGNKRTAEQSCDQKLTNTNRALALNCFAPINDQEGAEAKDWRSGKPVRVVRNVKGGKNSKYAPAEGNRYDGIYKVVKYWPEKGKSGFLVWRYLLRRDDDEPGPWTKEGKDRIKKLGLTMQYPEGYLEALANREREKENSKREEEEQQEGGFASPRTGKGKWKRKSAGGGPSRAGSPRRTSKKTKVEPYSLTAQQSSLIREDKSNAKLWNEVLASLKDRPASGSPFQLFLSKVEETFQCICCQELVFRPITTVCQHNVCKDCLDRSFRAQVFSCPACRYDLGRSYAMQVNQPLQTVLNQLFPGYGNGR
* = called active by the depositor; · = not tested or not shown.

item	Structure	ADAM17 inh	UHRF1 MBD2 ctr	DDE Tn6 FP inh	PLC-beta3 inh	MBD2 DNA inh	ARFGAP1 inhibitor	KLK7 zymogen act	PLC-gamma1 inh	ASAP1 GAP inh	DDE Tn7 FP inh
1	CCN(C(=O)c1ccc(=O)[nH]c1)c1c(N)n(Cc2ccccc2)c(=O)[nH]c1=O	-6	-1	4	-6	0	4	-0.2	2	-2	-3
2	CC(C)Oc1cccc(C(=O)C2CCCN(Cc3ccc(Oc4ncccn4)cc3)C2)c1 (stereo not given)	-2	2	-4	-9	-5	-4	1.5	-3	-11	6
3	CC(C)(C)c1nnc2sc(SCC(=O)NCc3ccco3)nn2c1=O	2	1	-3	-1	0	-6	-0.5	3	-8	1
4	CCOc1ccc(CNCCc2ccc(S(N)(=O)=O)cc2)cc1	-2	2	-3	-1	1	1	-0.1	2	5	5
5	O=C(NCc1ccc(OC(F)(F)F)cc1)C1CC(c2cccc(F)c2)=NO1 (stereo not given)	-5	11	-4	-3	7	12	0.0	0	6	2
6	CCOC(=O)c1ccc(NC(=O)c2ccc(CO)c(C(=O)NC3CCN(C(=O)OCC)CC3)c2)cc1	-2	5	-1	1	-9	-4	0.0	-1	2	3
7	CCN(c1ccccc1)S(=O)(=O)c1csc(C(N)=O)c1	-2	-4	1	-5	-3	6	0.4	3	5	-3
8	O=C(O)c1cn(Cc2ccccc2Cl)c2ccc(S(=O)(=O)N3CCOCC3)cc2c1=O	-3	-1	9	-4	2	-3	0.0	-4	8	8
9	CCOc1ccc(-c2cnc(N)n2C)cc1	-2	-3	-3	-11	-8	14	-0.6	-10	6	3
10	Cc1cccc(C)c1N1C(=O)CC(N(O)c2ccccc2)C1=O (stereo not given)	8	6	0	1	-3	12	277*	0	4	4
11	COc1ccc(CNS(=O)(=O)c2ccc(-n3cnnn3)c(OC)c2)cc1	1	0	2	-2	0	-1	0.8	0	-4	-3
12	O=C(NC1CC1)C1CCN(S(=O)(=O)c2cc([N+](=O)[O-])ccc2Cl)CC1	-5	12	3	2	2	-4	-0.6	4	-1	4
13	COc1cccc(NC(=O)CCCNC(=O)Cn2cnc3sc(C)c(C)c3c2=O)c1	4	5	-1	-5	-2	1	-0.2	0	-6	1
14	Cc1cc(C)c2c(c1)-c1c(ssc1=S)C(C)(C)N2C(=O)CSc1nncn1C	1	-6	0	6	-2	1	0.2	4	9	5
15	Cc1ccc(C)c(-c2ccc(=O)n(Cc3cccc(Br)c3)n2)c1	3	-2	-2	-6	-2	-1	-0.3	1	12	9
16	NC(=O)C1CCN(C(=O)C2c3ccccc3C(=O)N3CCc4ccccc4C23)CC1 (stereo not given)	-7	0	3	-20	-4	0	0.0	-14	-18	-5
17	O=C(c1ccco1)N(CC1CCCO1)c1nc(-c2ccccc2)cs1 (stereo not given)	3	0	3	-5	1	-5	0.2	-1	6	8
18	Cc1ccc(C(=O)c2cc3ccccc3o2)cc1[N+](=O)[O-]	0	2	-6	5	3	-1	0.3	2	-14	-10
19	CCN1CCCC1CNC(=O)CCNC(=O)c1cc(OC)c(OC)c(OC)c1 (stereo not given)	-7	11	-11	-3	0	-8	-0.2	-2	5	-1
20	CCC(NC(=O)CCCN1C(=O)COc2ccc(C)cc21)c1ccccc1 (stereo not given)	-3	-1	3	0	-8	·	0.8	0	·	-1

Reformatted with one line to a screen: two of the compounds above.
#15 Cc1ccc(C)c(-c2ccc(=O)n(Cc3cccc(Br)c3)n2)c1
#16 NC(=O)C1CCN(C(=O)C2c3ccccc3C(=O)N3CCc4ccccc4C23)CC1 (stereo not given)
Assay by compound	15	16
ADAM17 inh	3	-7
UHRF1 MBD2 ctr	-2	0
DDE Tn6 FP inh	-2	3
PLC-beta3 inh	-6	-20
MBD2 DNA inh	-2	-4
ARFGAP1 inhibitor	-1	0
KLK7 zymogen act	-0.3	0.0
PLC-gamma1 inh	1	-14
ASAP1 GAP inh	12	-18
DDE Tn7 FP inh	9	-5

The list continues:
item	Structure	ADAM17 inh	UHRF1 MBD2 ctr	DDE Tn6 FP inh	PLC-beta3 inh	MBD2 DNA inh	ARFGAP1 inhibitor	KLK7 zymogen act	PLC-gamma1 inh	ASAP1 GAP inh	DDE Tn7 FP inh
21	CCOc1ccc(NC(=O)Nc2cc(C)ccc2OC)cc1	3	0	-8	1	2	4	0.5	2	8	-2
22	O=C(COC(=O)c1ccc(Cl)c(S(=O)(=O)N2CCc3ccccc3C2)c1)Nc1ncc(Cl)cc1Cl	-3	-1	-4	-1	2	6	-0.3	3	4	-5
23	CC(O)(c1ccc(Cl)cc1)C(c1ccccc1)c1ccccn1 (stereo not given)	1	1	7	1	-3	4	-2.6	1	1	1
24	O=C(c1ccc(F)cc1)N1CCN(c2cc(N3CCCCC3)c(F)cc2[N+](=O)[O-])CC1	-2	0	-10	3	0	2	0.1	1	7	-8
25	CCOC(=O)C1(c2csc(N)n2)COC(=O)C1 (stereo not given)	-2	-1	-3	3	5	-7	-0.5	2	6	0
26	Cc1cc(C)c2nc(N3CCCC(C(=O)NCCCN4CCOCC4)C3)sc2c1 (stereo not given)	-3	2	3	0	4	-8	-0.2	-1	6	0
27	COc1cc2c(cc1OC)C(=O)CCC2	-22	-1	5	-9	-3	16	0.8	-8	-3	-2
28	Cc1ccc(-n2nc(C(=O)N/N=C/c3cccc(C(F)(F)F)c3)c3ccccc3c2=O)cc1C	-5	4	4	-4	4	-4	0.7	-4	2	9
29	CCCc1nc2ccc(NC(=O)c3cccs3)cc2c(=O)n1Cc1ccc(Cl)cc1	2	-3	2	2	-2	6	0.0	2	6	-4
30	O=C(Cc1ccccc1)Nc1nnc(-c2cccc([N+](=O)[O-])c2)s1	-2	-2	2	2	-4	5	-0.4	1	-14	-4
31	Nc1ncnc2nc(SCC(=O)Nc3ccccc3F)[nH]c12	-2	1	0	-5	-1	8	0.0	-3	1	0
32	O=C(OC12CCCN(C1)/C(=C/c1ccc(Cl)cc1)C2)C1CCCC1 (stereo not given)	-1	-1	-4	3	2	·	0.8	-1	·	2
33	CC(Oc1ccc(F)cc1)C(=O)N(CCC1=CCCCC1)c1c(N)n(Cc2ccccc2)c(=O)[nH]c1=O (stereo not given)	1	0	11	-6	0	2	0.1	2	5	-2
34	Cc1nn(-c2ccccc2)c(C)c1C(=O)OC(C)C(=O)NC1CCCCC1 (stereo not given)	-3	2	-6	-3	1	-5	-0.1	-2	-3	2
35	Cc1nnsc1C(=O)NNc1ccc(C(C)(C)C)cc1	-4	1	0	-4	1	9	1.3	2	-7	-8
36	O=C(/C=C/c1cccs1)NC(=S)NNC(=O)c1ccccc1O	0	-5	-8	1	2	-15	-0.4	-3	4	6
37	Cn1ncc2cc(NC(N)=S)ccc21	-3	-3	-3	-3	-6	-7	0.4	-3	-6	3
38	CC(OC(=O)c1ccncc1)C(=O)Nc1cccc(Cl)c1 (stereo not given)	-2	-2	-3	4	0	-3	-0.6	3	11	-2
39	C[C@H](CO)N1C[C@H](C)[C@@H](CN(C)C(=O)NC2CCCCC2)OCc2cnnn2CCCC1=O	-5	1	2	-2	1	-7	0.8	0	-1	-5
40	O=S(=O)(c1ccc(F)c(F)c1)N1CCC2(CC1)OCCO2	1	2	10	-4	0	-1	-0.6	1	12	-7
41	O=C(CN1CCN(S(=O)(=O)c2ccc(Br)cc2)CC1)Nc1ccccc1F	-4	16	1	-4	3	7	-0.1	1	2	4
42	COc1ccc(C(=O)NCc2ccc(C)cc2)cc1S(=O)(=O)N1CCCc2ccccc21	18*	3	-13	0	1	11	0.9	8	-1	-4
43	CCC(C)C(CO)NCCCn1cnc2c(OCc3ccccc3)ncnc21 (stereo not given)	-5	7	3	1	-2	-6	-0.8	1	-7	-6
44	COc1ccc(/C=C/c2nc(C#N)c(NCCN(C)C)o2)cc1OC	-67	5	2	-486	3	6	-0.3	-428	8	4
45	COc1ccc(Nc2nc(OC)nc(N3CCOCC3)n2)cc1	-3	-1	2	-10	-2	14	0.6	0	6	-9
46	COc1ccc(CNC(=O)NC(C)(C)c2cccc(C(C)(C)NC(=O)NCc3ccc(OC)cc3)c2)cc1	2	0	3	3	-1	6	-0.2	8	-5	4
47	Cc1cc2c(cc1S(=O)(=O)NCCc1ccccc1)NC(=O)CO2	-1	1	2	-10	-3	-6	-0.2	-3	-4	10
48	COc1cccc(CN2CCN(Cc3nc4c(s3)CCCC4)CC2CCO)c1 (stereo not given)	1	-3	2	1	1	2	1.1	0	11	3
49	Cc1ccc(CC(=O)N2CCN(c3cccc(C(F)(F)F)c3)CC2)cc1	-3	2	4	-1	-2	-6	-0.1	1	5	5
50	CC1=C(C(=O)N2CCOCC2)CC(CC(=O)NC2CCCC2)C(=O)N1Cc1ccc(F)cc1 (stereo not given)	-2	1	-1	3	2	0	0.0	-2	5	3
51	O=c1cc(-c2cccc(Br)c2)oc2cccc(O)c12	1	-1	-5	4	-4	-1	-0.4	1	-3	3
52	COCCN=C1Sc2nc3cc(C)c(C)cc3cc2CN1Cc1cccs1	-5	4	-2	-13	-4	-1	0.8	1	12	0
53	CCOC(=O)C1CCN(C(=O)CSc2n[nH]c(=O)[nH]c2=O)CC1	3	-1	-1	7	4	12	-0.1	2	1	-8
54	O=C(CSc1nnc(COc2ccccc2F)n1-c1ccccc1)NCc1ccco1	8	1	0	5	-5	1	-0.4	3	6	6
55	CCCC(=O)Nc1ccc2c(c1)nc(CN1CCCCC1)n2C	-6	0	3	-8	1	-14	-1.0	-4	10	-2
56	COc1cccc(C(=O)N2CCC[C@H]2C(=O)N2CCC[C@H]2C(=O)NCc2ccccn2)c1	2	6	0	9	3	-19	-0.8	3	-12	1
57	O=C(CCCCO)c1ccc(O)c(Cl)c1	-3	1	1	4	0	-4	0.3	2	-4	-2
58	O=c1c(Oc2ccccc2Br)c(C(F)(F)F)oc2c(CN3CCCC3)c(O)ccc12	-9	2	5	-376	1	-7	4.6	-264	12	-4
59	COc1ccc(OC)c(NC(=O)CCN2CCN(c3ccccc3F)CC2)c1	-5	11	-6	-2	3	-6	-0.2	-3	5	3
60	CC1(C)CC(=O)C=C(NNC(=O)c2cccnc2)C1	-1	-2	5	-42	-6	4	0.8	-26	8	9
61	Cc1ccccc1-n1nnnc1SCC(=O)NCC1CCCO1 (stereo not given)	-2	1	9	-5	-1	0	-0.2	3	-6	0
62	CC(=O)Oc1c(/C=C(\C#N)C(N)=O)[nH]c2ccccc12	-227	-15	4	-275	-7	5	-22	-263	3	-10
63	O=C1COc2ccc(C(=O)COC(=O)c3ncc(Cl)c(Cl)c3Cl)cc2N1	3	4	8	-15	3	-8	-0.4	-1	-2	6
64	C=CCN1C(=O)C(CC(=O)Nc2ccccc2)N(Cc2ccccn2)C1=S (stereo not given)	-1	2	8	-4	-4	-3	-0.3	-2	-2	-1
65	COc1ccccc1CNC(=O)c1ccc(-c2ccccc2Cl)o1	12*	0	-7	-6	-7	-2	0.4	-2	9	-9
66	C=CCOc1ccc(CNn2cn[nH]c2=S)cc1OCC	1	-1	0	-2	-1	-1	0.1	0	6	-7
